Bioassay records (PubChem BioAssay)
AmpC inh no detg: qHTS Inhibitors of AmpC Beta-Lactamase (assay without detergent); P00811; AmpC nitrocefin hydrolysis, absorbance 480 nm, 0.0001% Triton; Potency, µM (doses to about 57.1 µM), for the others: at the highest dose activity change, negative = inhibition, actives largely listed as inhibitors; hit rate 0.52% among 330,000; AID 485341, 2010;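 note: potency is the fitted concentration of half-maximal effect; plate controls were no compound for no effect and no enzyme for full effect; nearly all actives have a fitted effect of over 20% in size; some results filed as inactive show a strong effect at the top dose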
Target sequence (P00811 whole entry, looked up): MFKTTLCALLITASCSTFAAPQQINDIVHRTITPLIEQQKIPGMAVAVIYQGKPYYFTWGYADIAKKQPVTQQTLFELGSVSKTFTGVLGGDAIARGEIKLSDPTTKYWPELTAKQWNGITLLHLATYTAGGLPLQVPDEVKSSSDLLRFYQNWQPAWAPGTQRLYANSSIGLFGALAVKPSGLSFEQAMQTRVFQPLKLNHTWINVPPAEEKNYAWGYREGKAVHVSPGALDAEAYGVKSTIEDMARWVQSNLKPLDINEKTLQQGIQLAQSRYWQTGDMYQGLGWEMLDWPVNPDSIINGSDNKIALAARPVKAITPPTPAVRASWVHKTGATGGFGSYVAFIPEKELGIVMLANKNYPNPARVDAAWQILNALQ
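20 mM phosphate pH 7.0 + 0.01% (detergent screen) or 0.0001% Triton X-100; 5.3 nM AmpC reagent; cpd preinc 15 min RT; nitrocefin (800 uM stock) to start; A480 q20 s × 4 min; Activity was normalised to no-enzyme and no-compound control wells.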
HCMV antiviral: qHTS Assay for inhibitors of the human cytomegalovirus (HCMV); HFF cells, HCMV-luciferase reporter, 72 h; stronger effect = lower value; activity change, negative = inhibition, % at 57.5 µM; hit rate 4.5% among 410,000; in the data active = activity change below about -60%; inconclusive = no clear call, values can overlap the other calls; inactive = above about -39%; note: % is set by controls: 0 for no effect and ±100 for the full control effect
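Luciferase read-out from HCMV-luciferase-infected HFFs (MOI 1 PFU/cell) 72 h post infection at 37C; compounds added after 16 h cell attachment; activity normalized between buffer-only basal and Salinomycin (10uM) inhibitor controls.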
Shiga inhibitor: A qHTS for Small Molecule Inhibitors of Shiga Toxin. hit rate 9.2% among 290,000. Vero cells, Shiga toxin protein synthesis inhibition reporter. inhibition, % at 38.7 µM; in the data active = inhibition mostly above about 28%, no sharp cut-off; inactive = mostly below about 43%; note: 0% is about no effect
AmpC inh detg: qHTS Inhibitors of AmpC Beta-Lactamase (assay with detergent). Potency, µM (top dose mostly 114 µM), inactives show at the highest dose activity change, negative = inhibition, hits mostly inhibitors. P00811. hit rate 0.041% among 370,000. AmpC hydrolysis of nitrocefin, absorbance 480 nm, 0.01% Triton;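 note: potency is the fitted concentration of half-maximal effect; 0% = no-compound wells and -100% = no-enzyme wells; nearly all actives have a fitted effect of over 25% in size; some results filed as inactive show a strong effect at the top dose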
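AmpC (5.3 nM in the dispensed reagent) in 20 mM phosphate pH 7.0 with 0.01% (detergent screen) or 0.0001% Triton X-100 was preincubated with compounds for 15 min at room temperature. Nitrocefin was then added from an 800 uM solution, and hydrolysis was followed at 480 nm.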
AMA1-RON2 inh: qHTS for Inhibitors of AMA1-RON; Towards Development of Antimalarial Drug Lead: Primary Screen. AlphaScreen AMA1-biotinylated RON2 peptide binding. Potency, µM (doses to about 58.2 µM), for inactives: top-dose activity change, negative = inhibition, actives largely listed as inhibitors. hit rate 0.2% among 360,000. AID 720542, 2013;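 note: potency is the fitted concentration of half-maximal effect; 0% = vehicle wells and -100% = peptide control; nearly all actives have a fitted effect of over 45% in size; some results filed as inactive show a strong effect at the top dose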
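AMA1 (3D7) with his tag at 25 nM final met compounds first, then biotinylated RON2 peptide at 25 nM; detection used donor plus acceptor beads, 10 µg/mL apiece, read by AlphaScreen after 30 min at room temperature.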
Cycloheximide cs: Cycloheximide Counterscreen for Small Molecule Inhibitors of Shiga Toxin; cell reporter, cycloheximide protein synthesis inhibition counterscreen; hit rate 12% among 300,000; max response, %; in the data active = max response mostly above about 13%, no sharp cut-off; inactive = mostly below about 14%; note: read at 38.3 µM for the half of the compounds with a filed dose; 0% is about no effect
FBPA Giardia inh: qHTS Assay for Inhibitors of Fructose-1,6-bisphosphate Aldolase from Giardia Lamblia | A8B2U2 | purified Giardia FBPA | Potency, µM (doses to about 59.6 µM), without a hit: at the highest dose activity, negative = inhibition, actives largely listed as inhibitors | hit rate 0.71% among 290,000 | AID 2451, 2010; note: potency is the fitted concentration of half-maximal effect; % is set by controls: 0 for no effect and ±100 for the full control effect; nearly all actives have a fitted effect of over 55% in size
Target sequence (A8B2U2 whole entry, looked up): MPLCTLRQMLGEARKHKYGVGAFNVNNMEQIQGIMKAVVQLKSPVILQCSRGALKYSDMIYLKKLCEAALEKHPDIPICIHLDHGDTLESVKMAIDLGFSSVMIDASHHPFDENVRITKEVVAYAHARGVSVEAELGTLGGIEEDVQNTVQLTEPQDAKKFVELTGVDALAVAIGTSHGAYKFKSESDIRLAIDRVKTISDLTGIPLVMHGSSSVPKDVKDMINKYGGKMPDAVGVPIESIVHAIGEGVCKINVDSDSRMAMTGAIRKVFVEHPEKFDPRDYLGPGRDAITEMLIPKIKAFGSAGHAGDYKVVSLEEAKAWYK
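Giardia FBPA (40 nM reagent) was preincubated 10 min at RT with compound (up to 57.5 uM final), then substrate plus GAPDH/TPI/NAD/arsenate coupling system with diaphorase/resazurin was added; resorufin fluorescence (525/598 nm) was read after 20 min.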
Starred values were filed as active, the others as inactive; u = inconclusive; x = no result given; & = joins results of further samples; [ ] = another dose, or the depositor's remark. Unless noted, calls come from the whole dose curve; as a rule, active = well fitted curve in the direction sought with a large enough effect; inconclusive = small, poorly fitted or top-dose-only effect, or another doubt; inactive = no such curve, though single readings can be large; an effect the other way counts as inactive or inconclusive.

| SMILES | AmpC inh no detg | HCMV antiviral | Shiga inhibitor | AmpC inh detg | AMA1-RON2 inh | Cycloheximide cs | FBPA Giardia inh |
| --- | --- | --- | --- | --- | --- | --- | --- |
| Cc1ccc(NC(=O)CC2SC(=Nc3ccc(O)cc3)NC2=O)cc1 (stereo not given) | -11% | u | 6 | u | 1% | 2 | 7% |
| CCN(CC)CCCN1C(=O)C(=O)/C(=C(/O)c2ccc(OC)c(Cl)c2)C1c1ccco1 (stereo not given) | 19% | x | 25 | -7% | x | 21 | u |
| CCN(CC)CCNS(=O)(=O)c1ccc(C(=O)NN)cc1 | -26% | 17 | 3 | -6% | 11% | -1 | 0% |
| COc1cc(C(=O)NC2CCN(Cc3ccccc3)CC2)cc(Cl)c1OC(C)C | -2% | -26 | 2 | -9% | 2% | -4 | 8% |
| Cn1cc(/C=C2\SC(=O)NC2=S)c2ccccc21 | -32% | 1 | -3 | 3% | -15% | 1 | -22% |
| CCN(C(=O)CCc1nc(-c2ccccc2F)no1)c1cc(OC)ccc1OC | 80%[activator] | u | -1 | -17% | -29% | -2 | -11% |
| CCN1CCc2c(OCC(=O)Nc3ccccc3)cccc2C1=O | -16% | 17 | -27 | 2% | -7% | 0 | x |
| CCOC(=O)N1CCN(c2ccc(C(=O)CC)cc2F)CC1 | 5% | 45 | 28 | u | 2% | 14 | 3% |
| COCC(C)NC(=S)Nc1ccccc1[N+](=O)[O-] (stereo not given) | -37% | 22 | -5 | 3% | 0% | 4 | -1% |
| Cc1cc(/C=C2\C(=O)NC(=O)N(Cc3ccccc3)C2=O)c(C)n1-c1ccc(Cl)c(C(=O)O)c1 | -35% | 64 | 27 | -14% | 0% | -3 | -12% |
| O=C(CCCn1c(=O)[nH]c2cc(Cl)ccc2c1=O)N1CCC2(CC1)OCCO2 | -21% | -34 | -13 | -16% | 3% | -3 | 6% |
| CC(C)NC(=O)CCNS(=O)(=O)c1ccc(Br)cc1 | -10% | 1 | -5 | -13% | 20% | -4 | 4% |
| Cc1ccc(NC(=O)COC(=O)CCCC2=NS(=O)(=O)c3ccccc3N2)cc1C | -23% | -31 | -11 | 2% | -10% | 7 | x |
| CCOC(=O)CNC(=O)CSc1nc(-c2ccccc2)ns1 | -13% | 6 | 6 | u | 1% | 9 | -1% |
| CCOC(=O)N1CCN(C(=O)Nc2ccc3nc(C)sc3c2)CC1 | -20% | -33 | 31 | u | -2% | 17* | -6% |
| CNC(=O)CSCc1c(F)cccc1Cl | -4% | 46 | -4 | -2% | -3% | -5 | 5% |

One compound at a time, from the list above. Order of values: AmpC inh no detg, HCMV antiviral, Shiga inhibitor, AmpC inh detg, AMA1-RON2 inh, Cycloheximide cs, FBPA Giardia inh
`Cc1ccc(NC(=O)COC(=O)CCCC2=NS(=O)(=O)c3ccccc3N2)cc1C` is listed as -23%, -31, -11, 2%, -10%, 7, x
`CNC(=O)CSCc1c(F)cccc1Cl` is listed as -4%, 46, -4, -2%, -3%, -5, 5%
`CCN(CC)CCCN1C(=O)C(=O)/C(=C(/O)c2ccc(OC)c(Cl)c2)C1c1ccco1` (stereo not given) is listed as 19%, x, 25, -7%, x, 21, u
`CCOC(=O)N1CCN(C(=O)Nc2ccc3nc(C)sc3c2)CC1` is listed as -20%, -33, 31, u, -2%, 17*, -6%

Remaining list, next part.
| SMILES | AmpC inh no detg | HCMV antiviral | Shiga inhibitor | AmpC inh detg | AMA1-RON2 inh | Cycloheximide cs | FBPA Giardia inh |
| --- | --- | --- | --- | --- | --- | --- | --- |
| COc1cccc(NC(=O)CN(C)C(=O)CCNC(=O)c2ccc(Br)cc2)c1 | 12% | 14 | x | u | 14% | x | x |
| CCOc1ccccc1C(=O)N[C@H](C(=O)Nc1cc(S(=O)(=O)N(C)C)ccc1OC)C(C)C | -17% | 11 | 11 | -14% | -5% | 15 | 1% |
| Cc1ccc(S(=O)(=O)Nc2c(O)c3ccccc3oc2=O)cc1C | -16% | 0 | -6 | -4% | 2% | -2 | 13% |
| CCc1c(O)nc(SCC(=O)Nc2nc3ccccc3s2)n(C2CCCCC2)c1=O | -28% | 86 | -3 | 9% | -4% | 1 | 5% |
| COc1ccc(NC(=O)COC(=O)c2ccccc2SCC(=O)N2CCCC2)cc1 | u | -17 | x | u | -2% | x | x |
| Cc1ccc(S(=O)(=O)Nc2ccccc2C(=O)N2CCCCCC2)cc1 | 0% | 8 | 1 | u | -3% | -3 | 0% |
| Cc1csc(NC(=O)CCCC(=O)O)c1-c1nc2ccccc2s1 | -26% | 50 | 0 | -1% | -18% | -1 | 2% |
| Cc1cccc(OCc2nnc(SCC(=O)N3CCCC3)o2)c1 | -3% | -4 | 15 | 3% | 3% | -4 | 7% |

Carrying on.
Values in the order: AmpC inh no detg	HCMV antiviral	Shiga inhibitor	AmpC inh detg	AMA1-RON2 inh	Cycloheximide cs	FBPA Giardia inh
- CC(n1cnnn1)C12CC3CC(CC(C3)C1)C2 (stereo not given)
  -12%	10	-14	-4%	11%	0	-4%
- CCOC(=O)C1CCCN(S(=O)(=O)NC[C@H]2O[C@@H](n3cnc4c(N)ncnc43)[C@H](O)[C@@H]2O)C1 (stereo not given in full)
  -13%	8	x	x	1%	x	x
- O=C(c1cc(Cl)nc2ccccc12)N1CCN(S(=O)(=O)c2cccc(F)c2)CC1
  12%	34	x	-12%	-7%	x	x
- COC(=O)[C@H]1[C@H]2C[C@@H]3c4[nH]c5cc(OC)ccc5c4CCN3C[C@H]2C[C@@H](OC(=O)c2cc(OC)c(OC)c(OC)c2)[C@@H]1OC
  282%[activator]	23	x	4%	-14%	x	-17%
- CC(C)CCN(Cc1ccco1)S(=O)(=O)c1ccc(-c2ccc(=O)[nH]n2)s1
  -1%	0	4	-4%	-8%	-2	-3%
- N#CC1(NC(=O)COc2cccnc2[N+](=O)[O-])CCCCC1
  -5%	-8	x	u	-29%	x	x
- CCN1CCN(Cc2nnc(-c3ccc(C)cc3)o2)CC1
  -4%	-38	43*	-1%	8%	5	6%
- O=C(NC(=O)c1ccccc1O)c1ccc2c(c1)CCO2
  -19%	-10	-21	2%	5%	11	0%
- Cc1ccc(C(=O)N2N=C(CC(C)C)CC2(O)C(F)(F)F)o1 (stereo not given)
  -8%	4	15	6%	45%[activator]	-1	5%
- Cc1cccc(/N=C/c2c(O)c3ccccc3oc2=O)n1
  -15%	34	-40	6%	-4%	15	-3%
- C=CC[C@H](CC(=O)NCCO)C(=O)N[C@H](COC(=O)[C@@H](CC=C)Cc1ccc(F)cc1)Cc1ccccc1
  186%[activator]	-25	x	x	7%	x	x
- Cc1c(C(=O)N2CC(C(=O)N3CCCCC3)Oc3ccccc32)oc2ccccc12 (stereo not given)
  47%	-5	x	0%	-8%	x	x
- Cc1c(O)ccc(C(=O)CN2CCN(Cc3ccccc3)CC2)c1O
  -14%	-28	9	-11%	0%	-2	u
- CCCc1nn(C)c2c(=O)[nH]c(-c3cc(S(=O)(=O)N4CCN(C)CC4)ccc3OCC)nc12
  26%	6	3&-6	u	-11%	-2&-1	-14%&4%&4%
- c1ccc(COc2ccc(OCCn3cncn3)cc2)cc1
  -2%	77	54*	-16%	12%	25*	-5%
- COc1ccc(S(=O)(=O)N(C)C[C@H]2Oc3ccc(NC(=O)Cn4cnnn4)cc3C(=O)N([C@H](C)CO)C[C@@H]2C)cc1
  103%[activator]	-13	x	x	0%	x	x
- CCC1=C([N+](=O)[O-])C(c2ccc3c(c2)OCO3)NC(=O)N1 (stereo not given)
  -13%	15	x	-12%	7%	-3	4%
- CCOc1ccc(CNC(=O)Cn2nc(C)n3nc(-c4ccccc4)cc3c2=O)cc1
  -7%	-21	1	-14%	7%	-8	x
- CC1=CC(c2ccc(Cl)cc2)n2nc(NC(=O)c3ccccc3)nc2N1 (stereo not given)
  -7%	-10	-6	4%	63%[activator]	-1	-1%
- O=C(N/N=C/c1ccc(F)cc1)c1ccncc1
  -7%	1	x	-13%	-3%	0	-5%
- Cc1nnc(SCC(=O)NCc2ccco2)[nH]c1=O
  -14%	42	-2	3%	8%	7	-22%
- O=C(Cn1nnc(-c2ccccc2F)n1)Nc1ccc2c(c1)OCO2
  -33%	68	-13	-8%	-3%	1	-1%
- COc1ccc(OCC(=O)NC2CCCc3ccccc32)cc1 (stereo not given)
  3%	u	-2	0%	-2%	-2	13%
- CCOc1ccc(NC(=O)C(C)N2C(=O)c3ccccc3C2=O)cc1 (stereo not given)
  -9%	23	-16	2%	-17%	-3	11%
- COc1ccc(/C=C/C(=O)c2ccc(NC3=NCCCS3)cc2)cc1OC
  13%	87	-13	-8%	-20%	-1	5%
- CCOC(=O)COc1cc(Br)c(/C=N/Nc2ccccc2)cc1OC
  -11%	6	-7	3%	10%	-1	5%
- CC(C)Cc1ccc(CN2CCCC(NC(=O)c3cccc(-n4cnnc4)c3)C2)cc1 (stereo not given)
  169%[activator]	-60*	11	-1%	-19%	13	0%
- Nc1ccccc1C(=O)OCc1ccc([N+](=O)[O-])cc1
  -17%	12	76*	2%	5%	33*	0%
- Cc1c(CC(=O)O)c(=O)oc2c(C)c(OCc3ccc(F)cc3F)ccc12
  -20%	u	-10	4%	1%	1	15%
- CCCNc1nc2nc3ccccn3c(=O)c2cc1C(=O)NCCN1CCOCC1
  -23%	-11	-4	-10%	14%	-5	-3%
- CC(=NCCCN1CCCCC1)c1c(O)n(Cc2ccccc2)c(=O)[nH]c1=O
  -17%	-31	25	9%	0%	-4	3%
- c1ccc(OCc2ccc(CCCN3CCOCC3)cc2)cc1
  85%[activator]	22	28*	0%	-7%	26*	x
- Cc1cc(NC(=O)CSc2nnc(-c3ccoc3C)o2)no1
  -28%	20	6	u	30%	5	3%
